# Screening results: PubChem BioAssay, several laboratories
# aDG glyco act: alpha-DG glycosylation activation. actives 0.22% (n = 360,000). AID 624168. activation, % at 10 µM. Pro5-aDG cells, alpha-DG glycosylation AlphaScreen (IIH6); 0% Pro5, 100% B10-LARGE cell signal;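 active = activation of at least 8% versus controls, or a plate z-score of at least 8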;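 also: Pro5 are CHO cells carrying HIG-tagged alpha-DG that lacks glycosylation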
# Granule exo inh: blocks lytic granule exocytosis; inhibition, % at 10 µM; TALL-104 LAMP-1 surface exposure, flow cytometry; cells stimulated with thapsigargin and PMA; actives 0.66% (n = 360,000);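 active = inhibition above about 55%, limit read from the data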
# NR2E3 ag-1: activates human photoreceptor nuclear receptor NR2E3; inhibition of corepressor binding, % at 4.78 µM; AID 2300; actives 0.12% (n = 320,000); GST-NR2E3/biotin-RetCOR TR-FRET, 1536-well;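 active = percent inhibition above the cutoff of mean plus 3 SD of all tested compounds, set per screening campaign, cut at about 20% in these data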;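 also: 0% = DMSO wells and 100% = biotin wells as full block of FRET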
# Target sequence (Q9Y5X4 whole entry, looked up): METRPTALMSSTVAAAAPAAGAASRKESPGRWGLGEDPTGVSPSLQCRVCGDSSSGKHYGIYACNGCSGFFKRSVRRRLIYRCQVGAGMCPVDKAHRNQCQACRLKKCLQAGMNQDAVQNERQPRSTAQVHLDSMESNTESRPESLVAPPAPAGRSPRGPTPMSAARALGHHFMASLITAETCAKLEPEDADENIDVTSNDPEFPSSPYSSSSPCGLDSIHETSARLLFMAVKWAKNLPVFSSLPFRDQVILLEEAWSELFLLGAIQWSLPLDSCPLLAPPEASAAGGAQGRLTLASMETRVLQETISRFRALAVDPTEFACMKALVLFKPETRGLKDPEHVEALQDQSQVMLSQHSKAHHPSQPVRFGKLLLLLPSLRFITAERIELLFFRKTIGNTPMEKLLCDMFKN
#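 System: GST-tagged NR2E3 plus biotinylated RetCOR corepressor; Amount: 1.35 nM GST-tagged NR2E3 final; Dosing: single nominal compound dose of 4.8 µM; Schedule: 5 h incubation at 4 °C; Technique: TR-FRET with europium anti-GST and streptavidin-D2, 340 nm excitation; Controls: biotin wells as high control, 0.6% DMSO wells as low control.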
# HIF-2a block: blocks HIF-2a reporter activity; 786-0 RCC cells HIF-2a reporter, luciferase luminescence, overnight; inhibition, % at 18.8 µM; AID 624352; actives 0.72% (n = 360,000);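 active = inhibition of the luminescence signal of 40% or more relative to plate controls, in a single-dose primary screen at 18.75 µM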
# iPSC survival up: enhancers of human iPSC single-cell survival; hiPSC single-cell survival, ATPlite luminescence; 100% = ROCK inhibitor wells, 0% = DMSO; survival enhancement, % at 20 µM; actives 0.044% (n = 360,000); AID 602274; in the data active = survival enhancement above about 18%;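 also: cells exposed to compounds for 16 hours before the ATP read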
# MITF TRPM1 inh: inhibitors of MITF-driven TRPM1 promoter in melanoma cells. SK-MEL-5 TRPM1 promoter luciferase, 24 h. inhibition, % at 12.5 µM. actives 0.83% (n = 330,000). AID 488899;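 active = mean inhibition across replicates of 60% or more, whatever share of single replicates reaches that level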; also: values of inactives mirror those of a sister screen read the other way
# PDI turbidity: PDI (human) enzyme inhibition | P07237 | PDI insulin aggregation turbidity, A650, 90 min | inhibition, % at 10 µM | actives 0.052% (n = 350,000) | AID 588391;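 active = mean inhibition across replicates of 30% or more, whatever share of single replicates reach that level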;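 also: absorbance from insulin aggregation driven by PDI reduction with DTT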
# Target sequence (P07237 whole entry, looked up): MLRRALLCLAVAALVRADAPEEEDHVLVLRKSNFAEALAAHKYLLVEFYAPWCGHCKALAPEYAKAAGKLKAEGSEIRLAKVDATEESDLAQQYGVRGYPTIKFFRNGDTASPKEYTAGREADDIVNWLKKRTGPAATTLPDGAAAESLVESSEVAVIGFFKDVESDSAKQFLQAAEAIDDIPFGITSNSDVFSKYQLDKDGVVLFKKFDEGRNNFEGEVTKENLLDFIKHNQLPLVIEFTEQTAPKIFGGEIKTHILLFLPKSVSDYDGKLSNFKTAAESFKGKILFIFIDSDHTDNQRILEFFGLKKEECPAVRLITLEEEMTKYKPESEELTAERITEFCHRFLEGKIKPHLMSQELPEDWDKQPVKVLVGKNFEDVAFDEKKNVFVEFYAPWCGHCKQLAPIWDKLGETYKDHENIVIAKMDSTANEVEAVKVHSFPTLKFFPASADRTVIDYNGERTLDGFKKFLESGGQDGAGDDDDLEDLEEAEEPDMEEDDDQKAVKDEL
# Peg3 promoter: reduces Peg3 promoter-driven luciferase expression in HeLa. HeLa PEG-Prom luciferase reporter, luminescence, overnight. inhibition, % at 20 µM. actives 1.7% (n = 360,000);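 active = inhibition of at least 50% at 20 µM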
# CaV13 FRET inh: Primary screen for inhibitors of IQ motif and Ca2+-dependent inactivation inhibitor domain binding in CACNA1D, Förster resonance energy transfer in living cells, …; HEK cells, CFP/YFP FRET ICDI-IQ, plate reader, 10 min; percent FRET-ratio fall versus neutral wells; inhibition, % at 12.3 µM; actives 0.098% (n = 340,000);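 active = mean replicate inhibition of at least 30% and at least 1% of replicates passing that level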;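 also: 0% = median of the neutral control wells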
# NR2E3 ag-2: activates human NR2E3 receptor; CHO-S Gal4-NCOR/VP16-NR2E3 two-hybrid, luciferase; inhibition of corepressor binding, % at 3.98 µM; AID 602229; actives 0.35% (n = 360,000);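 active = inhibition above the mean of all tested compounds plus 3 SD, cut at about 70% in these data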;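 also: 0% = DMSO with NR2E3 transfected cells and 100% = cells lacking NR2E3 construct; higher means lower luciferase signal from less NR2E3 corepressor binding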
# Vif inh: inhibitors of HIV Vif | HEK293T cells, Vif self-association by quenched fluorescence, imaging, 24 h | inhibition, % at 7.49 µM | actives 0.35% (n = 340,000) | AID 602346; in the data active = inhibition above about 50%, passing the limit was not always enough; also: some results filed as inactive read as strong as hits
# An asterisk follows results filed as active; · = not tested or not shown. Hits appear at their usual frequency; any-hit rate near 3.5%.
SMILES,aDG glyco act,Granule exo inh,NR2E3 ag-1,HIF-2a block,iPSC survival up,MITF TRPM1 inh,PDI turbidity,Peg3 promoter,CaV13 FRET inh,NR2E3 ag-2,Vif inh
CCOc1ccc(-n2cnnn2)cc1S(=O)(=O)Nc1c(C)cccc1C,0.1,0,4,19,-1.3,-4,-35,3,-8,-2,-2
Cn1c(SCC(=O)Nc2ccc3c(c2)OCCO3)nnc1-c1ccccn1,0.0,7,-3,-9,0.0,-1,-4,-4,·,-10,1
COc1ccc(-c2nnc(NC(=O)c3cccs3)s2)c(OC)c1,0.0,0,-3,-12,-0.6,-20,1,-26,-4,-16,6
CCCOc1ccccc1C1CC(=O)NC2=C1C(=O)CCC2 (stereo unspecified),-0.4,5,4,17,1.3,19,-6,24,·,-89,23
Cc1onc(-c2ccccc2)c1C(=O)N/N=C/c1ccc(Br)cc1,0.2,0,1,6,-0.4,-8,3,21,·,-27,0
Cn1c(=O)oc2cc(C(=O)c3ccccc3)ccc21,0.0,-2,1,-11,1.8,3,0,-10,-1,11,-20
O=C(CCCl)N(Cc1nc2ccccc2c(=O)[nH]1)Cc1cccs1,0.2,0,-3,8,-0.3,-1,6,11,-1,-6,-16
CCC(C)(C)NC(=O)C(c1ccccc1Cl)N(C(=O)CCC(=O)Nc1cc(C)on1)C(C)(C)C (stereo unspecified),0.1,7,2,10,-0.2,3,3,13,-7,14,11
CCOC(=O)c1c(C)[nH]c(C(=O)/C(C#N)=C/c2ccc(OCC)cc2)c1C,0.2,3,1,22,-1.8,-6,-16,4,-6,-9,-3
CCCCC(=O)OCC(=O)Nc1cccc(S(=O)(=O)NC2=NCCCCC2)c1,-0.3,2,0,5,1.0,7,4,1,-6,-15,20
CC(Oc1ccc(Cl)cc1Cl)C(=O)NCCCCc1ccccc1 (stereo unspecified),-0.1,14,2,18,2.2,9,6,16,-3,-7,-6
O=c1c2c(n3nnnc3n1-c1ccccc1)-c1ccccc1CC21CCCC1,-0.2,-2,2,9,-2.0,22,4,21,-2,4,-2
Cc1onc(-c2c(F)cccc2Cl)c1C(=O)N1CCN(c2ncccn2)CC1,0.0,3,-3,26,0.2,-2,8,10,-1,-6,22
O=C1CC(=C(c2ccccc2)c2ccccc2)C(=O)N1CCN1CCN(c2cccc(Cl)c2)CC1,-0.4,-5,1,11,-1.0,6,-13,44,·,41,-8
CN=C1c2cc3c(Br)c(OC)ccc3n2CCN1C,0.0,1,-17,25,0.6,4,3,-5,-7,-20,-2
Cc1cc(C)n2c(Nc3c(C)cccc3C)c(CC(C)C)nc2n1,0.1,4,·,-1,-0.7,·,·,·,-5,-11,·
Cc1ccc2c(c1)N(CC(=O)OC(CC(C)C)C(=O)NC1CCCC1)C(=O)CO2 (stereo unspecified),0.3,-1,-1,1,0.4,-2,8,29,-8,-14,10
OC(c1ccc(Cl)cc1)c1ncc(-c2cccc(C(F)(F)F)c2)[nH]1 (stereo unspecified),1.0,4,·,6,25*,·,2,21,-4,21,-6
O=C(O)c1cccc(NC(=O)C2CCCO2)c1 (stereo unspecified),-0.1,-6,0,27,-0.6,12,5,8,-6,6,9
COC(=O)c1cc(C(=O)c2cc(Cl)ccc2O)coc1=N,-0.1,1,-2,24,-1.0,9,1,19,-3,9,5
CC1(C)Cc2c(C#N)c(NCCc3ccccc3)nc(-c3ccco3)c2CO1,1.2,6,3,7,0.8,4,-11,6,-6,4,3
Cc1cc(C)c(C#N)c(SCc2ccc(C#N)cc2)n1,-0.1,-2,0,9,2.1,-3,13,-7,0,-16,0
COc1ccc(N2Nc3n[nH]c(N)c3N2)cc1,-0.1,-1,-8,-128,0.8,-33,-12,-100,-3,-93,-3
CC(C)c1ccc(NC(=O)C(c2ccc3c(c2)OCO3)N2CCN(C(=O)c3ccco3)CC2)cc1 (stereo unspecified),2.0,-1,0,4,0.0,16,-3,16,·,-14,17
O=c1cc(-c2ccncc2)oc2c1ccc1ccccc12,0.0,26,-1,-13,-0.7,-1,-1,80*,-10,16,-10
CCOC(=O)O[C@]1(C(=O)COC(=O)CC)CC[C@H]2[C@@H]3CCC4=CC(=O)C=C[C@]4(C)[C@H]3[C@@H](O)C[C@@]21C,0.0,10,1,16,1.2,-1,3,-30,-5,24,-5
COc1ccc(CCN2C(=O)c3ccncc3C2=O)cc1OC,-0.3,7,-1,12,1.7,-4,-4,13,-3,19,4
CC(NC(=O)C1CCN(S(=O)(=O)c2ccccc2)CC1)c1ccccc1 (stereo unspecified),-0.1,-19,0,12,-0.4,-6,12,7,-4,5,5
COc1ccc(Nc2ccc(C(=O)O)cc2[N+](=O)[O-])cc1,0.0,0,-3,11,3.0,-8,5,20,7,-34,1
O=C(CNC(=O)c1ccc(Cl)c([N+](=O)[O-])c1)OC1CCCCC1=O (stereo unspecified),-0.2,-9,3,3,0.5,0,1,2,-3,15,20
COc1ccc(C(=O)N(C)C2CCCN(Cc3ccccc3F)C2)cc1OC (stereo unspecified),0.0,-4,-4,10,-0.7,12,0,5,-5,-25,-3
O=C(O)CS(=O)(=O)c1ccc(C(F)(F)F)cn1,-0.3,-1,-2,1,-1.4,4,-3,0,-5,-7,6
CN1OC[C@@H]2CN(S(=O)(=O)c3ccccc3)[C@H](c3cccc(Br)c3)C[C@@H]21,0.1,-2,·,4,1.0,5,-5,-16,-6,-12,·
COc1ccc(S(=O)(=O)N2CCN(Cc3ccccc3OC)CC2)cc1,-0.1,6,·,9,-2.5,·,4,4,-5,10,1
CCc1ccc(CNC(=O)C(=O)NCC2CCCO2)cc1 (stereo unspecified),0.0,-1,2,-9,-0.4,-5,-2,-12,-2,-19,7
Cc1ccc(C)c(NC(=O)CCC(=O)NNC(=O)COc2cc(C)ccc2C)c1,0.1,-17,-3,10,1.9,0,0,8,-3,-13,-3
Cc1ccc(NC(=O)c2ccc(Oc3ncccn3)cc2)cc1,5.5*,2,3,-242,-0.6,-47,-1,-179,-5,-83,5
O=C(CCCCn1c(=O)[nH]c2ccccc2c1=O)N1CCN(c2cccc(C(F)(F)F)c2)CC1,0.7,13,2,24,3.1,5,4,34,-4,6,·
CCN(CC(=O)Nc1c(F)cccc1F)C(=O)CSCc1c(C)noc1C,-0.1,2,2,5,-0.5,2,-2,7,-5,11,7
O=C(c1cccc(Br)c1)N1CCN(S(=O)(=O)N2CCCCC2)CC1,-0.1,-18,0,14,-0.1,-5,-1,5,-1,21,-2

# Given with values under each structure: entries from further up
# Results follow in this order: aDG glyco act	Granule exo inh	NR2E3 ag-1	HIF-2a block	iPSC survival up	MITF TRPM1 inh	PDI turbidity	Peg3 promoter	CaV13 FRET inh	NR2E3 ag-2	Vif inh
O=C(O)CS(=O)(=O)c1ccc(C(F)(F)F)cn1
  -0.3	-1	-2	1	-1.4	4	-3	0	-5	-7	6
CN1OC[C@@H]2CN(S(=O)(=O)c3ccccc3)[C@H](c3cccc(Br)c3)C[C@@H]21
  0.1	-2	·	4	1.0	5	-5	-16	-6	-12	·
COc1ccc(S(=O)(=O)N2CCN(Cc3ccccc3OC)CC2)cc1
  -0.1	6	·	9	-2.5	·	4	4	-5	10	1
CCc1ccc(CNC(=O)C(=O)NCC2CCCO2)cc1 (stereo unspecified)
  0.0	-1	2	-9	-0.4	-5	-2	-12	-2	-19	7
Cc1ccc(C)c(NC(=O)CCC(=O)NNC(=O)COc2cc(C)ccc2C)c1
  0.1	-17	-3	10	1.9	0	0	8	-3	-13	-3

# (continued)
SMILES,aDG glyco act,Granule exo inh,NR2E3 ag-1,HIF-2a block,iPSC survival up,MITF TRPM1 inh,PDI turbidity,Peg3 promoter,CaV13 FRET inh,NR2E3 ag-2,Vif inh
O=C(c1ccccc1)N1CCN(Cc2ccc3c(c2)OCO3)CC1,-0.1,-2,0,9,-0.3,1,2,32,-21,-2,-9
CCOC(=O)N1CCc2c(sc(NC(=O)CCS(=O)(=O)c3ccccc3)c2C(N)=O)C1,0.1,21,3,11,1.2,5,3,7,-5,29,·
CCSC1=NC(=O)/C(=C2/C=Cc3ccccc3N2CC)S1,-0.2,0,2,-51,4.3,-1,-1,-11,·,-1,6
COc1cccc(-c2sc3ccc(OC)cc3c2-c2ccc(OCCN3CCCC3)cc2)c1,0.8,27,·,-22,-0.9,23,10,97*,·,14,-3
Cc1ccccc1NC(=O)Oc1cccc(OC(=O)c2ccccc2)c1,0.1,-16,0,3,0.0,-6,-7,-16,-4,-2,1
Cn1c2ccccc2c2ncn(CCCN3CCOCC3)c(=O)c21,0.2,-2,5,-26,7.3,0,6,1,-7,-19,2
COc1ccc(N2CCN(C(CNC(C)=O)c3ccc4c(c3)OCO4)CC2)cc1 (stereo unspecified),0.0,-1,-2,11,-0.3,-1,-3,0,-4,21,2
O=C(NCc1ccc(Cl)cc1Cl)C1CC(=O)N(Cc2ccccc2)C1 (stereo unspecified),0.4,1,-1,9,-0.6,1,-1,3,-2,-22,6
COc1ccccc1OCCNC(=O)c1cc([N+](=O)[O-])cc([N+](=O)[O-])c1,-0.2,-1,0,16,0.8,7,8,22,7,6,2
Cc1cccc(N2C(=O)CC(N3CCN(c4ccccc4)CC3)C2=O)c1 (stereo unspecified),0.0,1,5,9,6.7,-3,1,6,-10,3,-1
Cc1nc2sc3c(c2c(=O)[nH]1)CCC3,-0.4,-1,1,13,1.1,6,1,-17,-4,-4,-2
CCOC(=O)c1cnn(-c2ccccc2)c1-n1cccc1C(=O)C(=O)N(C)C,0.1,-6,0,11,-0.1,-8,1,2,3,-22,-3
CCOc1ccc2c(c1)C(=O)c1cc(OCC(=O)O)ccc1-2,-0.2,-2,-2,24,-0.6,3,-2,-4,-4,-14,-2
NC(=O)N/N=C/c1ccc(-c2ccc(S(=O)(=O)Nc3ncccn3)cc2)o1,-0.5,36,·,6,-0.3,4,-6,1,-8,-1,-4
CN1CCN(c2nc(Nc3ccc(F)cc3)nc(Nc3ccc(F)cc3)n2)CC1,-0.2,48,1,-5,0.9,·,1,48,-4,-3,-16
N#CC1=C(N)OC2=C(C(=O)CC(c3ccco3)C2)C1c1ccc(OCc2c(F)cccc2Cl)cc1 (stereo unspecified),0.5,1,0,-14,0.2,-1,-4,-30,·,-21,-6
COc1ccc(OC)c(S(=O)(=O)N2CCC(C(=O)NCc3ccccc3)CC2)c1,0.0,3,-1,20,-0.9,2,2,0,-4,-14,2
C1CCN(c2nc3nonc3nc2N2CCCC2)C1,-0.2,-2,3,18,22*,6,0,16,-4,2,2
CC1CCCCC1NC(=O)CCS(=O)(=O)c1cccc2nonc12 (stereo unspecified),0.1,0,-1,4,1.2,0,-1,14,-5,-23,11
Cc1ccc(Cn2c(CN3CC(C)OC(C)C3)nc3c2c(=O)n(C)c(=O)n3C)cc1 (stereo unspecified),-0.4,2,4,12,0.3,·,·,8,-5,11,8
CC(C)(CN=C1NS(=O)(=O)c2ccccc21)CNC(=O)c1ccccc1,-0.3,0,1,27,0.0,2,2,-2,-10,-23,·
Cc1nn(C)c(C(=O)N/N=C/c2ccc(-c3ccccc3)cc2)c1Cl,0.2,-9,-5,-29,-0.1,-13,-6,-3,-5,-16,0
